TexasRed fluor = Total Fluorescence Counterscreen for Inhibitors of the Interaction of Thyroid Hormone Receptor and Steroid Receptor Coregulator 2; TRb/SRC2 Texas Red total fluorescence interference; Potency, µM (doses to about 106 µM), without a hit: top-dose fluorescence change, negative = quenching; 0.29% of 280,000 active; AID 1479, 2009; active means well fitted curve in either direction with a large enough effect; inconclusive means small, poorly fitted or top-dose-only effect
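Human TRβ ligand-binding domain (0.6 uM) and Texas Red SRC2 peptide (20 nM) in Tris buffer with 1 uM T3 and 5% DMSO were incubated with pinned compound for 5 hr at ambient temperature. Total fluorescence was computed as S + 2P (555/632 nm).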
RECQ1 helicase = qHTS Assay for Inhibitors of RecQ-Like Dna Helicase 1 (RECQ1); RECQ1 DNA unwinding, red fluorescence kinetic read; Potency, µM (series often up to 57.3 µM), without a hit: top-dose activity, negative = inhibition, most hits filed as inhibitors; 0.54% of 240,000 active;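 further: plate controls were vehicle for no effect and no enzyme for full effect; nearly all actives have a fitted effect of over 30% in size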
Target sequence (P46063 whole entry, looked up): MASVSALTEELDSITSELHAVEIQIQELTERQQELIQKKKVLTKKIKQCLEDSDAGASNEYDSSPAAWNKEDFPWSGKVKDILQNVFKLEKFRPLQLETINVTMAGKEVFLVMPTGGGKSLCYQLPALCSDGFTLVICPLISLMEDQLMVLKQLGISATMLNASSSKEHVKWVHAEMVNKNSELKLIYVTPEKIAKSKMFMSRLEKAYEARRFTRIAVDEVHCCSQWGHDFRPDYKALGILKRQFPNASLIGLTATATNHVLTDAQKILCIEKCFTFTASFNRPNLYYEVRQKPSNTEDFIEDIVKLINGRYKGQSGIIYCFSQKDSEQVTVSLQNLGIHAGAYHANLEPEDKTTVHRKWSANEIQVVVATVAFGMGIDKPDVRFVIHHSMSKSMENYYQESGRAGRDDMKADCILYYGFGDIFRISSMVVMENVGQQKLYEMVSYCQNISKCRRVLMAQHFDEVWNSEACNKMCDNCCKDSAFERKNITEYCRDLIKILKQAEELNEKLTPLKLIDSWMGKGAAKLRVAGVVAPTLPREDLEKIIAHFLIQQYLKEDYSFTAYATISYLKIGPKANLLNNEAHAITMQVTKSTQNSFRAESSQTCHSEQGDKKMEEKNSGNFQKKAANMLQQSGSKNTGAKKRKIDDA
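RECQ1T1 50 nM; forked duplex (20 bp + 30-nt ss tails) 200 nM, ATP 2 mM final; pH 8.0, 2 mM MgCl2, 2.5 ug/ml poly(dI-dC); 15 min compound preincubation; discontinuous kinetic read over 2 h at RT.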
GoLoco inh red = qHTS Assay for Inhibitors of RGS12 GoLoco Motif Activity (Red Fluorophore); Guanine nucleotide-binding protein G(i) subunit alpha-1 (Homo sapiens), P63096; Gai1:RGS12 GoLoco peptide FP, rhodamine, 10 min; Potency, µM (titrated, usually from 61.6 µM), without a hit: at the top dose activity, negative = inhibition, usual class: inhibitors; 0.44% of 230,000 active; active means well fitted inhibition curve with a large enough effect, not every such curve was filed as active; inactive means no such curve, though single readings can be large or run the other way; further: nearly all actives have a fitted effect of over 30% in size; many of its hits are not listed in these tables
Target sequence (P63096 whole entry, looked up): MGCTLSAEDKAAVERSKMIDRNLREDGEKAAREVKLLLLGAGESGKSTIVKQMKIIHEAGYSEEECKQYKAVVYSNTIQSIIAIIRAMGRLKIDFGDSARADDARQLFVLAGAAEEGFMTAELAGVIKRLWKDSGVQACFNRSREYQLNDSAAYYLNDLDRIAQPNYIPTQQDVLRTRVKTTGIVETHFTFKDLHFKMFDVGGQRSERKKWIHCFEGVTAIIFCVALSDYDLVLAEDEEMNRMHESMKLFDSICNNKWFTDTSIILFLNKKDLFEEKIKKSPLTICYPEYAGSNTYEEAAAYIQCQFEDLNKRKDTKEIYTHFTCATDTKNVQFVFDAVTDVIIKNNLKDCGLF
aGlu spleen mod = qHTS Assay for Inhibitors and Activators of Human alpha-Glucosidase From Spleen Homogenate. Lysosomal alpha-glucosidase (Homo sapiens), P10253. human spleen homogenate, 4-MU-alpha-glucoside fluorescence. Potency, µM (series often up to 79.9 µM), for inactives: top-dose activity change, negative = inhibition, actives largely listed as inhibitors. 0.006% of 240,000 active. AID 2112, 2009;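 further: 0% = enzyme with vehicle and -100% = no enzyme basal signal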
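Human spleen homogenate (1 ug) with 4-methylumbelliferyl-alpha-D-glucopyranoside (1 mM final) in 50 mM citrate/phosphate pH 5.0, 0.01% Tween-20; 40 min at 37 C. Stopped at pH 10; 4-MU fluorescence Ex 365/Em 440 nm; AC50 by Hill fit.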
GAA inhib = qHTS Assay for Inhibitors of Human alpha-Glucosidase as a Potential Chaperone Treatment of Pompe Disease | Lysosomal alpha-glucosidase (Homo sapiens), P10253 | purified human GAA, 4-MU-alpha-glucoside fluorescence | Potency, µM (highest dose often 76.9 µM), for inactives: at the highest dose activity change, negative = inhibition, usual class: inhibitors | 0.005% of 200,000 active;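 further: plate controls were uninhibited enzyme wells for no effect and no-enzyme background for full effect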
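qHTS format, compound range up to 77 uM. Human lysosomal enzyme at 4 nM, 400 uM 4-MU glucoside substrate, pH 5.0, 20 min room temperature; fluorescence after alkaline stop gives activity normalized to controls.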
L3MBTL1 inh = qHTS Assay for the Inhibitors of L3MBTL1 | 0.66% of 230,000 active | AlphaScreen L3MBTL1–H3K9me1 peptide binding | Potency, µM (top dose mostly 57.1 µM), without a hit: top-dose activity, negative = inhibition, actives largely listed as inhibitors; further: nearly all actives have a fitted effect of over 60% in size
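First, the protein-peptide complex forms for 30 min at room temperature (L3MBTL1 50 nM, biotinylated H3K9me1 peptide 75 nM). Next, compounds are pin-transferred and incubated 30 min. Finally, AlphaScreen beads are added and read after 30 min.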
TRb SRC2 PPI = qHTS for Inhibitors of the Interaction of Thyroid Hormone Receptor and Steroid Receptor Coregulator 2. Thyroid hormone receptor beta (Homo sapiens), P10828. TRbeta-SRC2 peptide binding, fluorescence polarization; receptor liganded with 1 µM T3. Potency, µM (titrated, usually from 106 µM), for the others: at the top dose activity change, negative = inhibition, usual class: inhibitors. 0.065% of 280,000 active. AID 1469, 2008;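 further: plate controls were bound peptide for no effect and peptide without receptor for full effect; nearly all actives have a fitted effect of over 50% in size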
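Binding of a 20-amino-acid Texas Red SRC2 peptide (20 nM) to TRb ligand-binding domain (0.6 uM) with agonist T3 at 1 uM was followed by fluorescence polarization after a 5 hr room-temperature incubation.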
GAA glycogen mod = qHTS Assay for Inhibitors and Activators of Human alpha-Glucosidase Cleavage of Glycogen; Lysosomal alpha-glucosidase (Homo sapiens), P10253; recombinant GAA, glycogen substrate, Amplex Red glucose oxidase fluorescence; Potency, µM (top dose mostly 76.4 µM), for the others: at the highest dose activity change, negative = inhibition, usual class: inhibitors; 0.38% of 300,000 active; AID 2100, 2009;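 further: 0% = full enzyme reaction and -100% = no-enzyme basal signal; the screen sought inhibitors and activators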
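Recombinant human enzyme (4 nM); glycogen substrate; 37 C, 40 min, pH 5.0. Readout: coupled glucose oxidase/Amplex Red fluorescence.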
* marks the source's active call; other numbers are inactive results; i = inactive; u = inconclusive; x = no result given; & = joins results of further samples; ! = not active in a repeat; [ ] = another dose, or the depositor's remark. Unless noted, the call rests on the fitted dose curve; in most records, active means well fitted curve in the direction sought with a large enough effect; inconclusive means small, poorly fitted or top-dose-only effect, or another doubt; inactive means no such curve, though single readings can be large; an effect the other way counts as inactive or inconclusive. Unless noted, on the % scale 0 is the no-effect control and ±100 the full control effect; potency means the concentration at half of the fitted maximal effect.

Molecule,GoLoco inh red,GAA inhib,RECQ1 helicase,TRb SRC2 PPI,GAA glycogen mod,aGlu spleen mod,TexasRed fluor,L3MBTL1 inh
CCOC(=O)c1c(C)[nH]c(C(=O)COC(=O)c2ccc(N3CCCC3=O)cc2)c1C,-6%,-6%,-9%,-15%,-7%,-2%,-2%,15%
COc1ccc(C(C)=O)cc1CSc1nc2nc(C)cc(C)n2n1,18%,-10%,-1%,-9%,-4%,-4%,-1%,x
CC(=O)N1N=C(c2ccc(C)o2)CC1c1ccc(Br)cc1 (stereo not drawn),12%,1%,4%,-10%,1%,-13%,-2%,-5%
Cc1ccc(-c2c[n+](CC(=O)N3c4ccccc4Sc4ccccc43)c3n2CCC3)cc1,4%,-4%,2%,1%,-9%,-14%,2%,8%
CN(C)C(CNC(=O)Cc1ccc([N+](=O)[O-])cc1)c1ccccc1 (stereo not drawn),7%,2%,-17%,8%,0%,-6%,-2%,x
Fc1ccc(/C=N/NC2=Nc3cccc4cccc2c34)cc1,59%[activator],-3%,-1%,9%,-3%,-9%,-2%,-12%
NC(=O)c1c(NC(=O)Cn2nc(C(=O)O)c3ccccc3c2=O)sc2c1CCC2,17%,-3%[15.4 µM],-13%,5%,5%,-1%,1%,4%
Cc1noc(C)c1CSc1nnc2scc(-c3ccccc3)n12,2%,-4%,4%,-2%,-10%,-9%,0%,5%
CC(C)(C)NC(=O)Nc1ccc(F)c(Cl)c1,-7%,-7%,2%,0%,-16%,7%,-4%,4%
Cc1csc(NC(=O)CSc2nnc(CCNC(=O)c3cccs3)n2C)n1,4%,4%,i,4%,5%,-8%,-5%,0%
CCCCCCCC/C=C\CCCCCCCC(N)=O,22µM*!,x,13%&-11%&-7%&-7%,-1%&-9%&4%&2%,x,-3%&1%&4%&-8%,2%&0%&-2%&0%,x
CCOc1ccc(N2CC(C(=O)Nc3cc(C)on3)CC2=O)cc1 (stereo not drawn),-6%,5%,-6%,8%,-1%,-2%,0%,0%
COC(=O)c1ccccc1NC(=O)CN1CCC(NC(=O)c2ccc(C)cc2)CC1,-10%,-18%,i,-24%,6%,2%,3%,x
CC(=O)Nc1ccc(C(=O)N2CC(=O)NC(=O)C2)cc1,-3%,x,11%,2%,3%,-4%,1%,9%
Cc1ccccc1NC(=O)c1c2c(nc3ccccc13)CCC2,12%,4%,-7%,-1%,8%,-2%,-4%,-9%
O=C(CNS(=O)(=O)c1ccc(F)cc1)N1CCN(c2ccccc2)CC1,-3%,-8%,-1%,11%,-9%,-3%,1%,12%[11.4 µM]
O=C1CC(=O)N(CCNc2ncc(C(F)(F)F)cc2Cl)C(=O)N1,29%,-5%,-20%,8%,-13%,-7%,2%,-13%
CCOc1ccc2nc(NC(NC(=O)CC)(C(=O)OC)C(F)(F)F)sc2c1 (stereo not drawn),-2%,-1%,-3%,1%,9%,2%,0%,4%
COc1cc(OC)c(NC(=O)CCc2nc(-c3cccs3)no2)cc1Cl,1%,0%,i,5%,4%,3%,4%,x
COc1cccc(C(=O)NN2c3ccccc3CCc3ccccc32)c1,-1%,-1%,2%,-5%,8%,3%,-1%,-16%
O=C(N/N=C/c1ccccn1)c1ccc(N/N=C/c2ccccn2)cc1,8%,-6%,i,1%,u,-3%,-6%,28%
O=C(NCc1ccc2c(c1)OCO2)Nc1ccc2nsnc2c1,1%,2%,1%,-6%,-9%,-9%,0%,2%
COc1ccc(CNC(=O)c2noc3c2CCCCC3)cc1,-7%,-4%,i,4%,5%,-8%,-5%,3%
Cc1ccc(N2C(=O)CC(c3ccsc3)C3=C2CC(C)(C)CC3=O)cc1 (stereo not drawn),-2%,-2%,-4%,-1%,-5%,-4%,-1%,2%
COc1ccc(/C(O)=C2/C(=O)C(=O)N(CCN(C)C)C2c2ccc(OC)c(OC)c2)c(C)c1 (stereo not drawn),2%,-10%,i,6%,4%,5%,-1%,2%

New compounds follow:
Molecule,GoLoco inh red,GAA inhib,RECQ1 helicase,TRb SRC2 PPI,GAA glycogen mod,aGlu spleen mod,TexasRed fluor,L3MBTL1 inh
CCn1c(=O)n(CC(=O)N2CCN(c3ccccc3F)CC2)c(=O)c2ccccc21,6%,3%,0%,-8%,1%,-13%,-1%,9%
COc1cc(/C=C2\SC(=S)N(N(C)c3ccccc3)C2=O)ccc1O,210%[activator],-9%[15.4 µM],13%,u,-1%,5%,21%,u
CCN(CC)C1=C(Cl)C(=O)C(Cl)C12OCCO2 (stereo not drawn),11%,-3%[15.4 µM],-14%,6%,0%,3%,-2%,x
CCCCCCCCN1C(=O)C(O)=C(C(C)=O)C1c1ccccn1 (stereo not drawn),8%,2%,i,-8%,-3%,-12%,-1%,5%
Cc1cccc(NC(=S)Nc2ccc3cn[nH]c3c2)c1,x,6%,-15%,-4%,-21%,1%,-2%,5%
O=C(c1ccccc1)C1CCN(C(=O)Nc2ccccc2)CC1,6%,4%,-5%,4%,11%,-4%,-1%,5%
COc1cccc(OCCOCCN(C)CCO)c1,-6%,0%,-9%,6%,1%,0%,-1%,8%
Fc1ccc(-c2nnc(Cc3ccc(Cl)cc3)o2)cc1,-2%,x,-5%,4%,3%,-3%,-3%,30%
CCOc1nnnc2c1sc1nc(N3CCOCC3)c3c(c12)CCCC3,-2%,-3%,-3%,-1%,20%,0%,0%,x
Cc1[nH]n(-c2ccccc2)c(=S)c1C=Nc1ccc([N+](=O)[O-])cc1,13µM*,-7%,-16%,-2%,u,-3%,1%,3%
CCN=C(Nc1cccc(F)c1)SC1CC(=O)N(c2ccc(OC)cc2)C1=O (stereo not drawn),2%,-3%,-3%,8%,0%,-8%,0%,9%
CC1(C)NC(=O)N(CCOCCOc2ccccc2-c2ccccc2)C1=O,-5%,-5%,i,-4%,10%,-1%,1%,-6%
CCCCN(CCCC)c1ccc(C(=O)c2ccccc2C(=O)O)c(O)c1,-1%,-3%,-22%,-16%[53 µM],10%,u,3%[53 µM],-5%
COc1ccc(Br)cc1/C=N/NC(=O)CNC(=O)c1cccnc1,9%,x,-10%,7%,4%,9%,-2%,x
NCC1OC(n2cnc3c(=O)[nH]c(N)nc32)C(O)C1O (stereo not drawn),-1%,x,-9%,0%,x,-2%,2%,x
COc1cc(OC)cc(C(=O)N[C@H](C(=O)Nc2ccccc2N2CCOCC2)C(C)C)c1,3%,1%,-3%,3%,-6%,0%,0%,x
COC(=O)c1ccc(CSc2nc3ccccc3[nH]2)o1,5%,-3%,-28%,4%,6%,-7%,3%,3%
CC(=O)Nc1ccc(S(=O)(=O)NCC2CCC(C(=O)N3CCN(c4ccccn4)CC3)CC2)cc1 (stereo not drawn),4%,0%,-5%,-7%,-7%,-1%,-2%,3%
CCN(CC)c1ccc(/C=N/NC(=O)c2c[nH]c3ccccc23)cc1,1%,-6%,2%,8%,-10%,-2%,-2%,-15%
O=C(Nc1ccccc1F)C(=O)c1cn(CC(=O)N2CCCCC2)c2ccccc12,14%,4%,i,-3%,7%,-7%,0%,x
O=C(O)CCc1ccc(-c2cccs2)n1NC(=O)c1ccccc1Br,17%,-12%,-4%,5%,-12%,-7%,1%,-9%
CCCCCCCCCCCCCCCCOP(=O)([O-])OCC[N+](C)(C)C,-9%,x,-4%,2%,x,4%,-1%,x
Cc1ccc(OCC(=O)NNC(=O)c2cc3ccccc3o2)cc1C,36%[activator],-3%,-7%,9%,3%,8%,0%,-2%
N[C@@H](C(=O)O)c1ccc(C(=O)O)c(C(=O)O)c1,-30%&4%&4%&3%,x,5%&-11%&-4%,-4%&-4%&-8%&-3%,x,27%&-3%&10%&-5%,-1%&1%&1%&-2%,x
CCN1CCN(S(=O)(=O)c2cc(OC)ccc2OC)CC1,4%,-6%,-3%,3%,3%,-3%,-2%,-4%

Continuation:
Molecule,GoLoco inh red,GAA inhib,RECQ1 helicase,TRb SRC2 PPI,GAA glycogen mod,aGlu spleen mod,TexasRed fluor,L3MBTL1 inh
Cc1cc(C)cc(C(=O)NC(=S)Nc2ccc3[nH]c(=O)[nH]c3c2)c1,5%,-3%,i,3%,-5%,-4%,-1%,1%
Cc1cccc(C(=O)Nc2ccc(O)c3c(=O)cc(-c4ccccc4Cl)oc23)c1,1%,6%,5%&-3%,5%&7%,5%,-13%&-2%,0%&-1%,-7%
O=C(NCCc1ccccc1)C(=O)NCC1CCCO1 (stereo not drawn),10%,-2%,-7%,0%,2%,-12%,-8%,x
CCS(=O)(=O)N1CCN(Cc2nc3ccccc3c(=O)[nH]2)CC1,5%,u,-5%,3%,4%,-3%,-4%,-4%
CCC(=O)NC1CCN(C(=S)NC)CC1,9%,7%,i,-1%,5%,-5%,-2%,4%

An excerpt of these results, with values under each structure:
Fields: GoLoco inh red, GAA inhib, RECQ1 helicase, TRb SRC2 PPI, GAA glycogen mod, aGlu spleen mod, TexasRed fluor, L3MBTL1 inh
Cc1cccc(C(=O)Nc2ccc(O)c3c(=O)cc(-c4ccccc4Cl)oc23)c1
    1%, 6%, 5%&-3%, 5%&7%, 5%, -13%&-2%, 0%&-1%, -7%
O=C(NCCc1ccccc1)C(=O)NCC1CCCO1 (stereo not drawn)
    10%, -2%, -7%, 0%, 2%, -12%, -8%, x
CCS(=O)(=O)N1CCN(Cc2nc3ccccc3c(=O)[nH]2)CC1
    5%, u, -5%, 3%, 4%, -3%, -4%, -4%
CCC(=O)NC1CCN(C(=S)NC)CC1
    9%, 7%, i, -1%, 5%, -5%, -2%, 4%

Bioassay records as filed in PubChem.

Some of the compounds tested (hit frequency here may not be typical).
